# GAA spleen mod: lysosomal alpha-glucosidase (human) modulation; human spleen homogenate, 4-MU-alpha-glucoside fluorescence; Potency, µM (titrated, usually from 79.9 µM), without a hit: top-dose activity change, negative = inhibition, usual class: inhibitors; 0.006% of 240,000 active; AID 2112;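 note: 0% = enzyme with vehicle and -100% = no enzyme basal signal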
#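 Enzyme source: human spleen homogenate, 1 ug/well. Buffer 50 mM citric acid/K phosphate pH 5.0, 0.01% Tween-20. 4-MU-alpha-glucoside 1 mM; 37 C x 40 min; NaOH/glycine stop; fluorescence.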
# ALDH1A1 block: blocks purified human ALDH1A1 activity. P00352. Purified ALDH1A1, NADH fluorescence, propionaldehyde substrate. Potency, µM (series often up to 75.3 µM), for the others: at the top dose activity, negative = inhibition, usual class: inhibitors. 7.3% of 220,000 active; active = well fitted inhibition curve with a large enough effect, not every such curve was filed as active; inconclusive = small, poorly fitted or top-dose-only effect, or another doubt; inactive = no such curve, though single readings can be large or run the other way;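 note: plate controls were no enzyme wells and a reference inhibitor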
# Tau fluor counter: counter-screen for tau fibril formation inhibitors; tau K18 P301L (four-repeat tau fragment) Alexa594 fluorescence, heparin fibrillization; Potency, µM (titrated, usually from 57.7 µM), inactives show at the highest dose activity change, negative = decrease; 0.93% of 280,000 active; AID 1463; note: % is set by controls: 0 for no effect and ±100 for the full control effect; nearly all actives have a fitted effect of over 55% in size
#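 Human K18 P301L tau (15 uM unlabeled plus 0.24 uM Alexa 594-labeled, final) in 100 mM sodium acetate pH 7 was mixed with compound and 20 uM heparin and incubated 6 hr at 37 C.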
# GAA inhib: inhibitors of human lysosomal alpha-glucosidase | 0.005% of 200,000 active | Potency, µM (highest dose often 76.9 µM), inactives show at the top dose activity change, negative = inhibition, most hits filed as inhibitors | P10253 | purified human GAA, 4-MU-alpha-glucoside fluorescence;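 note: plate controls were uninhibited enzyme wells for no effect and no-enzyme background for full effect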
#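 Endpoint fluorogenic read: 20 min room-temperature reaction of 4 nM human alpha-glucosidase with 400 uM 4-methylumbelliferyl-alpha-D-pyranoside, pH 5.0, quenched with 1M NaOH/1M glycine pH 10. AC50 from Hill modeling.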
# Epigenetic reg: regulators of epigenetic silencing causing reporter derepression in mouse cells; murine LDR cells, GFP reporter derepression, 30 h; Potency, µM (series often up to 53.9 µM), for the others: top-dose GFP activation, most hits filed as activators; 0.2% of 280,000 active; AID 1865; note: % of control where 0% means no effect; nearly all actives have a fitted effect of over 60% in size
#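 Reporter derepression read as number of fluorescent GFP-positive objects, 20-120 um in size, counted by laser-scanning cytometer. Mouse LDR line with an epigenetically silenced CMV-GFP locus; compound incubation 30 h, 37 C.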
# GAA glycogen: GAA glycogen-cleavage inhibition or activation | recombinant GAA, glycogen substrate, Amplex Red glucose oxidase fluorescence | Potency, µM (series often up to 76.4 µM), for the others: at the highest dose activity change, negative = inhibition, hits mostly inhibitors | 0.38% of 300,000 active;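 note: 0% = full enzyme reaction and -100% = no-enzyme basal signal; the screen sought inhibitors and activators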
#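 Recombinant enzyme (4 nM final) with compounds titrated up to 77 uM and bovine liver glycogen (30 ug) in citrate pH 5.0, 0.01% Tween-20, 37 C 40 min. Released glucose detected by Amplex Red/glucose oxidase (Ex 573/Em 610); AC50 from Hill fits.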
# aGal spleen mod: inhibits or activates alpha-galactosidase in human spleen homogenate | P06280 | human spleen homogenate, 4MU-alpha-Gal fluorescence, 40 min | 0.008% of 240,000 active | AID 2107 | Potency, µM (highest dose often 80 µM), for inactives: at the highest dose activity change, negative = inhibition, usual class: inhibitors;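 note: 0% = enzyme with vehicle and -100% = no enzyme basal signal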
# Target sequence (P06280 32-429 limits assumed): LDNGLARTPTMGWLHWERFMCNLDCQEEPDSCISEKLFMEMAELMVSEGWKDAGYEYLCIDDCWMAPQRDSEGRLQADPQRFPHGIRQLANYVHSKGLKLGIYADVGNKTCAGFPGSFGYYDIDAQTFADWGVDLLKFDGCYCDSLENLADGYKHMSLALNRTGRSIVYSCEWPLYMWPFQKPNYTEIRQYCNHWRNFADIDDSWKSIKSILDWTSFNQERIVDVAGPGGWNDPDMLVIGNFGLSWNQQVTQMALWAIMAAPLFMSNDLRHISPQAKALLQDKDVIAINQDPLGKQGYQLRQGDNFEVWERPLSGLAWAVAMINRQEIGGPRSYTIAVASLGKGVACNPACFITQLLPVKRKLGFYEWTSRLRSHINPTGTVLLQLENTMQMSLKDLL
#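 Inhibition or activation of alpha-galactosidase in human spleen homogenate is scored by 4-MU fluorescence after 40 min at 37C, pH 5.0, with 1 mM substrate. AC50s come from concentration-response fitted to the Hill equation.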
# NPSR antagonist: antagonists of human neuropeptide S receptor cAMP signaling; Potency, µM (titrated, usually from 38.3 µM), for inactives: at the highest dose activity change, negative = inhibition, most hits filed as inhibitors; AID 1461; 1% of 220,000 active; CHO-NPSR cells, cAMP TR-FRET, antagonist mode; note: % is set by controls: 0 for no effect and ±100 for the full control effect; nearly all actives have a fitted effect of over 50% in size; many of its hits are not listed in these tables
# Target sequence (Q6W5P4 whole entry, looked up): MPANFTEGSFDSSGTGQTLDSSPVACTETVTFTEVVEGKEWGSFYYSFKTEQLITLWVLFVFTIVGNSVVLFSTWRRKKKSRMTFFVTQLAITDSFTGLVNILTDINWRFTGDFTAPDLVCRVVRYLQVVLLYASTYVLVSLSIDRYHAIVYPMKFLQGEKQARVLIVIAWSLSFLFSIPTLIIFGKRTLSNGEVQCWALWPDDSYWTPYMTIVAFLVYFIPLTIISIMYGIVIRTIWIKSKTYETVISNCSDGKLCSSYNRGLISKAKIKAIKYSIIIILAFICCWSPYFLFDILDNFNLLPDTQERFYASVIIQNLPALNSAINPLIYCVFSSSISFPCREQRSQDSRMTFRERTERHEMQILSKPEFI
# * hit, by the source's call; u = inconclusive; x = not tested or not shown; & = joins results of further samples; [ ] = remark or other dose. Unless noted, calls come from the whole dose curve; as a rule, active = well fitted curve in the direction sought with a large enough effect; inconclusive = small, poorly fitted or top-dose-only effect, or another doubt; inactive = no such curve, though single readings can be large; an effect the other way counts as inactive or inconclusive. Potency is the fitted concentration of half-maximal effect. This is a subset, so the mix of outcomes need not match the whole.
# The first 2 compounds, to show the layout:
nr | smiles | GAA spleen mod | ALDH1A1 block | Tau fluor counter | GAA inhib | Epigenetic reg | GAA glycogen | aGal spleen mod | NPSR antagonist
1 | CCOC(=O)c1ccc(NC(=O)c2cnccn2)cc1 | -4% | -2% | 2% | 2% | -1.1% | -2% | -2% | -7%[46.1 µM]
2 | Cc1ccc(S(=O)(=O)/N=C(/Nc2ccc3[nH]c(=O)[nH]c3c2)c2ccc(F)cc2)cc1 | -4% | 8.9µM* | -17% | 12% | 0.0% | 7% | 0% | 11%

# The listing, from the start:
nr | smiles | GAA spleen mod | ALDH1A1 block | Tau fluor counter | GAA inhib | Epigenetic reg | GAA glycogen | aGal spleen mod | NPSR antagonist
1 | CCOC(=O)c1ccc(NC(=O)c2cnccn2)cc1 | -4% | -2% | 2% | 2% | -1.1% | -2% | -2% | -7%[46.1 µM]
2 | Cc1ccc(S(=O)(=O)/N=C(/Nc2ccc3[nH]c(=O)[nH]c3c2)c2ccc(F)cc2)cc1 | -4% | 8.9µM* | -17% | 12% | 0.0% | 7% | 0% | 11%
3 | COc1ccc(N2C(=O)c3cccc4cccc(c34)C2=O)nn1 | -21% | u | -10% | 5% | -1.1% | -2% | 8% | -21%[46.1 µM]
4 | COc1ccc(C2CC(c3cccc(OC)c3)n3nc(N)nc3N2)cc1 (stereo unspecified) | -11% | 6% | -7% | 1% | 1.0% | -5% | -7% | 2%
5 | CCOc1ccc(C(C#N)N2CCOCC2)cc1OC (stereo unspecified) | -2% | 10µM* | -3% | -4% | 1.0% | 5% | -3% | -14%[46.1 µM]
6 | Cn1ccnc1C(=O)c1cc(=O)c2ccccc2o1 | 7% | 1% | 3% | -9% | -0.2% | -16% | 15% | 1%[46.1 µM]
7 | Cc1cc(C)c2c(c1)cc(C)c1nnc(SCC(=O)Nc3ccc(S(=O)(=O)N4CCCCC4)cc3)n12 | -23% | 20µM* | -29% | u | 0.0% | -5% | 4% | 23%
8 | COc1ccc(CN(C)CC(=O)NC(=O)NCc2ccccc2)cc1OC | -6% | -21% | -17% | -3% | -0.9% | 12% | 5% | 18%
9 | O=C1NC(=S)S/C1=C1\Sc2ccccc2N1CCCS(=O)(=O)O | -15% | 25µM* | -9% | -13% | 0.0% | -14% | 3% | -11%[46.1 µM]
10 | CCCCOc1ccc(N2C(=O)CC(N(CCc3ccccc3)C(=O)/C=C/C(=O)O)C2=O)cc1 (stereo unspecified) | 5% | -10% | 9% | 1% | -9.5% | -5% | 1% | 13%
11 | COc1cccc(NC(=O)COC(=O)c2ccc(F)cc2F)c1 | -1% | 7% | -11% | u | -1.1% | 1% | 0% | 5%
12 | Cc1oc2c(C)c(O)ccc2c(=O)c1N1C(=O)c2ccccc2C1=O | -3% | -14% | -2% | 10% | -0.9% | 1% | -5% | -10%
13 | CCCCC1(CCCC)NC(=S)N(Nc2ccc(C)cc2)C1=O | 3% | -3% | -13% | -6% | -1.6% | 10% | -5% | -9%[46.1 µM]
14 | Oc1ccc(N2CCN(C(=S)NCCc3ccccc3)CC2)cc1 | -3% | 11µM* | -27% | 8% | 6.9% | 25µM* | 3% | -1%[46.1 µM]
15 | Cc1ccc(C(=O)Nc2nnc(NC(=S)Nc3ccccc3)s2)cc1 | -2% | 22µM* | u | x | 4.7% | 2% | -2% | u
16 | COc1cc(C(=O)N2CCC(n3cnc4cc(F)ccc43)CC2)cc(OC)c1OC | 2% | -2% | 12% | -4% | 4.8% | -3% | -4% | -9%[46.1 µM]
17 | C=Cc1ccc2c(c1)N(C)C(=C)S2 | 2% | u | -7% | -13% | -1.4% | 10% | 3% | -7%
18 | O=C(NCCCN1CCOCC1)c1cc(-c2ccc(O)cc2)on1 | -5% | 19% | 0% | -12% | -0.8% | 5% | 6% | 0%[46.1 µM]
19 | CCCN(CCC)S(=O)(=O)c1ccc(C(=O)Nc2nc(-c3ccccc3)c(C(=O)OCC)s2)cc1 | 1% | 6% | -15% | -10% | -0.9% | -5% | 6% | -3%[46.1 µM]
20 | CC(C)(C)n1ncc2c(=O)n(CC(=O)c3ccccc3)cnc21 | -2% | 1% | 9% | 4% | 0.0% | -3% | 3% | -15%[46.1 µM]
21 | COc1ccc(-c2noc(CCC(=O)NCC3CCCO3)n2)cc1 (stereo unspecified) | 0% | x | -6% | x | 1.1% | 5% | 0% | -4%[7.67 µM]
22 | O=c1[nH]c2cc3c(cc2cc1C(c1nnnn1C1CCCC1)N1CCCc2ccccc21)OCCO3 (stereo unspecified) | 1% | -2% | -15% | 2% | -0.2% | -14% | 1% | 2%[46.1 µM]
23 | CCCn1c(SCC(N)=O)nnc1-c1ccco1 | -9% | 2% | 6% | -5% | -0.5% | 10% | -6% | 2%[46.1 µM]
24 | CC(C)Oc1ccc(CNC(=O)Cn2c(=O)oc3ccccc32)cc1 | -2% | -10% | -12%&-6% | 2% | 1.1%&6.3% | 13%[76.3 µM] | -2% | -9%[46.1 µM]
25 | O=C1NC(=O)/C(=C\c2ccc(OCc3cnc(Cl)s3)cc2)S1 | -16% | 3% | 5% | 4% | 3.9% | -5% | 7% | -12%
26 | O=C(NC1CCCC1)C(c1ccccn1)N(C(=O)c1csnn1)C1CCCCC1 (stereo unspecified) | 1% | 2% | 0% | -7% | -0.8% | u | -3% | 13%[46.1 µM]
27 | COc1ccc(-n2c(=O)c3c4c(sc3n(Cc3cccc(F)c3)c2=O)CN(C(C)=O)CC4)c(OC)c1 | 7% | 10% | 1% | 7% | -1.5% | -1% | 4% | -9%
28 | COc1cc(CCC(C)=O)ccc1OC(=O)c1c(F)cccc1Cl | -3% | -8% | -24% | -5% | 0.0% | 1% | 4% | 35%
29 | O=C(CC1SC(=Nc2ccc3c(c2)OCCO3)NC1=O)Nc1ccc(F)cc1F (stereo unspecified) | -4% | u | -16% | -9% | 1.1% | 2% | 1% | 13%
30 | COC(=O)c1ccccc1NC(=O)CSc1ccc(C)cc1 | -2% | -8% | -11% | -3% | 0.0% | -8% | 4% | -12%[46.1 µM]

# Next entries follow.
nr | smiles | GAA spleen mod | ALDH1A1 block | Tau fluor counter | GAA inhib | Epigenetic reg | GAA glycogen | aGal spleen mod | NPSR antagonist
31 | Cc1cccc(C(=O)NC(=S)Nc2ccc(N3CCOCC3)cc2)c1 | -3% | u | u | 4% | -0.9% | -10% | 3% | 5%
32 | Cc1ccc(S(=O)(=O)N2CCCC2)cc1C(=O)O | 1% | -2% | 1% | -5% | 0.7% | 7% | 2% | 9%[46.1 µM]
33 | Cc1ccc[n+](CC(=O)N2CCCCC2)c1C | 0% | x | -22% | x | -2.9% | 7% | 0% | 10%
34 | CN1C(=O)C2(c3ccccc31)N(C)CC(c1ccccn1)C21SC(=S)N(Cc2ccco2)C1=O (stereo unspecified) | 1% | u | -21% | -5% | -1.2% | 0% | -1% | u
35 | CCOC(=O)Cc1csc(NC(=O)/C=C/c2ccc(Br)o2)n1 | 1% | x | -25% | x | 1.2% | -2% | 4% | -20%
36 | Cc1ccc(NC(=O)C2C3/C=C\CCCCC32)cc1C (stereo unspecified) | -9% | 13% | -12% | 10% | 2.7% | 5% | -5% | -10%[46.1 µM]
37 | CCSc1nnc(NC(=O)Cc2cc(OC)c(OC)c(OC)c2)s1 | -3% | -16% | -4% | 5% | 1.2% | 7% | 14% | 10%
38 | Cc1ccc(C)c(OCC(=O)N/N=C\c2cccn2C)c1 | 7% | 0% | -22% | -11% | -0.2% | 8% | 5% | 5%
39 | CCOc1ccccc1NC(=O)CNS(=O)(=O)c1ccc2nc(C)sc2c1 | -5% | 7% | -9% | -6% | -4.8% | -25% | -7% | -6%
40 | COc1ccc(C(=O)NCCNc2ccccc2[N+](=O)[O-])cc1 | 2% | -5% | -13% | u | 1.8% | 5% | 4% | -23%
41 | O=C(Cc1cccs1)Nc1nc(-c2cccnc2)cs1 | 1% | u | -10% | 1% | 2.1% | 0% | -4% | 2%
42 | CCc1cc(C(N)=O)c(NC(=O)c2ccc(OC)cc2)s1 | -1% | u | u | -7% | -2.0% | -23% | 5% | -13%
43 | COc1cc(/C=N/NC(=O)c2c(-c3ccccc3)noc2C)ccc1O | -6% | -9% | -2% | -7% | 0.0% | u | -3% | -6%[46.1 µM]
44 | CCSc1nnc(NC(=O)[C@@H](NC(=O)c2cc(OC)cc(OC)c2)C(C)C)s1 | -24% | -15% | -8% | -7% | 5.7% | 1% | 16% | -39%

# A portion taken from the entries so far, for reference:
nr | smiles | GAA spleen mod | ALDH1A1 block | Tau fluor counter | GAA inhib | Epigenetic reg | GAA glycogen | aGal spleen mod | NPSR antagonist
31 | Cc1cccc(C(=O)NC(=S)Nc2ccc(N3CCOCC3)cc2)c1 | -3% | u | u | 4% | -0.9% | -10% | 3% | 5%
32 | Cc1ccc(S(=O)(=O)N2CCCC2)cc1C(=O)O | 1% | -2% | 1% | -5% | 0.7% | 7% | 2% | 9%[46.1 µM]
33 | Cc1ccc[n+](CC(=O)N2CCCCC2)c1C | 0% | x | -22% | x | -2.9% | 7% | 0% | 10%
34 | CN1C(=O)C2(c3ccccc31)N(C)CC(c1ccccn1)C21SC(=S)N(Cc2ccco2)C1=O (stereo unspecified) | 1% | u | -21% | -5% | -1.2% | 0% | -1% | u

# Assay outcomes as filed in PubChem.
